# High-throughput results deposited in PubChem BioAssay by several laboratories.
# GPR7 antagonist = GPR7 receptor antagonists, primary screen, cell-based, fluorescence, single concentration | AID 1861, 2009 | 290,000 compounds, 1.1% hits | GPR7-expressing cells, fluorescence antagonist assay | inhibition, % at 4.4 µM; in the data active = inhibition above about 16%, passing the limit was not always enough;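 note: cells stimulated with the agonist NPW; 0% = agonist with vehicle and 100% = vehicle without agonist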
# GalR3 antag = GalR3 antagonists in HEK293 cells, primary screen, cell-based, fluorescence readout. HEK293 GalR3-CNG cAMP membrane potential fluorescence; galR3 body fused to GalR1 C-terminus. inhibition, % at 3 µM. 360,000 compounds, 0.44% hits. AID 651719, 2012;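 active = inhibition above the screen-wide average plus 3 SD, cut at about 13% in these data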;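 note: forskolin and galanin both at EC90 stimulate the cells; cAMP rise reported by CNG channel membrane potential dye signal; 0% = forskolin plus galanin with DMSO and 100% = forskolin alone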
# NALP1 inh = NALP1 inflammasome inhibitors in reconstituted yeast, colorimetric, S. cerevisiae, triplicate retest; S. cerevisiae NALP1/ASC/caspase-1 growth, X-gal OD620, 72 h; AID 2071, 2009; inhibition, % at 10 µM; 280,000 compounds, 0.61% hits; in the data active = inhibition mostly above about 24%, no sharp cut-off; inactive = mostly below about 32%; note: some compounds called inactive have numbers as strong as hits
# OXTR ag = human OXTR agonists, primary screen, fluorescence, CHO-OTR cells, Fluo-8 calcium. AID 2435, 2010. 320,000 compounds, 0.32% hits. Oxytocin receptor (Homo sapiens), P30559. activation, % at 3 µM. Fluo-8 calcium fluorescence; normalized: DMSO 0%, oxytocin 100%;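 active = activation above the mean of all tested compounds plus 3 SD, cutoff set per screening run, cut at about 20% in these data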;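 note: peak over basal fluorescence ratio from a 100 s FLIPR kinetic read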
# Target sequence (P30559 whole entry, looked up): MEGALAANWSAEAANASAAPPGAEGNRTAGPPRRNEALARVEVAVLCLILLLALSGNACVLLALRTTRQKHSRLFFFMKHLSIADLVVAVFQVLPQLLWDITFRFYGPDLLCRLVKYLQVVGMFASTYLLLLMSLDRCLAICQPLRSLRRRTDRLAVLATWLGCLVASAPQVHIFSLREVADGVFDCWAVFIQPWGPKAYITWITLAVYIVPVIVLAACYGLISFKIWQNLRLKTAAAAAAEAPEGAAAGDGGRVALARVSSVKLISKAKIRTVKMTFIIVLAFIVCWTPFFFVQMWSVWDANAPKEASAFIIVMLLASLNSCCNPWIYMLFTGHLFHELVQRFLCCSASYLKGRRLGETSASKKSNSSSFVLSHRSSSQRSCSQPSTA
# MEKK2wt PB1 HTS = modulators of MEK5 binding to wildtype MEKK2, primary screen, biochemical, multiplex bead flow cytometry, Alexa488-MEK5 | Alexa488-MEK5 binding to MEKK2 WT; actives lie on both sides | binding response (% of control), % at 10 µM | 290,000 compounds, 1.1% hits | AID 1531, 2009; in the data active = binding response below about 67% or above about 130%
# MEKK2mut PB1 HTS = MEK5 binding signal on mutant MEKK2 PB1, primary screen, biochemical, multiplex bead flow cytometry, Alexa488-MEK5; Alexa488-MEK5 binding to MEKK2 mutant; percent response, % at 10 µM; 290,000 compounds, 0.35% hits; AID 1530, 2009; in the data active = percent response above about 24%, passing the limit was not always enough; note: inactives centre near 1; some results filed as inactive read as strong as hits
# M18AAP inhibitor = PfM18AAP inhibitors, malaria aminopeptidase, primary screen, biochemical, QFRET, recombinant enzyme; 290,000 compounds, 1.2% hits; inhibition, % at 7.35 µM; H-Glu-NHMec fluorogenic cleavage;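 active = inhibition above the campaign mean inhibition over all tested compounds plus 3 SD, cut at about 28% in these data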;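 note: 0% = plate median of test compound wells and 100% = 2 mM ZnCl2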
# OXTR potentiator = human OXTR potentiators, primary screen, fluorescence, CHO-OTR cells, Fluo-8 calcium; Oxytocin receptor (Homo sapiens), P30559; Fluo-8 calcium fluorescence, potentiator mode; 0% = oxytocin EC15, 100% = EC100; activation, % at 3 µM; 320,000 compounds, 0.061% hits; AID 2445, 2010;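 active = activation above that plate's cutoff, the mean activation of tested compounds plus 3 SD, cut at about 6.6% in these data, passing the limit was not always enough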;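 note: 100% uses oxytocin at 75 nM as the full agonist control; some results filed as inactive read as strong as hits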
#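 System: human OTR in CHO cells / Also added: sub-maximal oxytocin, roughly EC15 / Control set: EC15 oxytocin low, 75 nM oxytocin high / Schedule: 6 min compound pre-incubation at room temperature, 100 s kinetic read / Compound: single-point 3.0 µM / Replication: singlicate / Technique: Fluo-8 calcium dye fluorescence / Read-out basis: % activation of max/min ratio relative to oxytocin controls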
# V1R ag counter = agonists of human V1a receptor, primary screen, counter-screen for OXTR agonist project, fluorescence, CHO-V1R cells; Fluo-8 calcium fluorescence, agonist mode; 0% DMSO, 100% 3 nM vasopressin; activation, % at 3 µM; 320,000 compounds, 0.25% hits;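 active = activation above the mean activation of all tested compounds plus 3 SD, per screening run, cut at about 20% in these data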;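 note: signal is peak over basal fluorescence ratio across a 100 second FLIPR read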
# Target sequence (P37288 whole entry, looked up): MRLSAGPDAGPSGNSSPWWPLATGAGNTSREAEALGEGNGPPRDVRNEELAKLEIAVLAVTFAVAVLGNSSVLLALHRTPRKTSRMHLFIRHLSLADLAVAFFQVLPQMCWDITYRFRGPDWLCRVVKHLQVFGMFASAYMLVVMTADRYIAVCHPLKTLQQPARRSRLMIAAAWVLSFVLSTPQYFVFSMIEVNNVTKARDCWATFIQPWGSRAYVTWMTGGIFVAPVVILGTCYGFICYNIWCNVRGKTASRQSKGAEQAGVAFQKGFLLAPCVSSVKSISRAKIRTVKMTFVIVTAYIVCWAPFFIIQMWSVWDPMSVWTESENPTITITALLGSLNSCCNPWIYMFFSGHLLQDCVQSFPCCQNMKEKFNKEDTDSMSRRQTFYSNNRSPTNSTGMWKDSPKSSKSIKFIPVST
# The depositor's hits bear a star; . = no result given; ! = repeats disagree; [ ] = another dose, or the depositor's remark.
1. Cc1ccccc1NC(=S)NC(NC(=O)c1ccccc1C)C(Cl)(Cl)Cl (stereo not drawn)
2. Cc1ccc(Cl)cc1NC(=O)c1cnn2c1NC(c1ccco1)CC2C(F)(F)F (stereo not drawn)
3. CCOc1ncccc1C(=O)NCc1ccc(OC)cc1
4. CCc1ccc(C(=O)COC(=O)CNC(=O)CNC(=O)Cc2ccccc2)cc1
5. O=C(NOCc1ccccc1)c1ccc(Cl)cc1
6. CC(C)c1nc(N2CCN(C(=O)c3ccco3)CC2)c2c3c(sc2n1)CCCC3
7. O=C(NC1CCCC1)C(c1ccccc1)N(C(=O)c1ccno1)c1ccccc1 (stereo not drawn)
8. ClC1(Cl)CC1CSc1nc2ccccc2[nH]1 (stereo not drawn)
assay / compound	1	2	3	4	5	6	7	8
GPR7 antagonist	-2	2	-11	-1	.	-18	-5	-8
GalR3 antag	-7	-6	.	-1	-4	0	-3	1
NALP1 inh	-5	-2	37	28	.	-6	3	10
OXTR ag	13	-0.9	-0.3	-0.9	0.3	-2.1	-2.0	-1.8
MEKK2wt PB1 HTS	109	92	101	100	.	101	105	100
MEKK2mut PB1 HTS	3	-10	2	-1	.	1	3	-2
M18AAP inhibitor	-6	10	2	1	.	6	0	0
OXTR potentiator	-22	-8	3	-3	-5	-6	-3	-4
V1R ag counter	11	-0.5	0.1	-1.0	-0.1	-1.2	-0.8	-0.9

9. CC(=O)NC1CC2CCCC(C1)N2S(=O)(=O)c1cccc(F)c1 (stereo not drawn)
10. CN(Cc1ccccc1)C(=O)c1[nH]cnc1C(=O)NCc1ccccc1
11. COCCN(C(=O)CSc1n[nH]c(-c2ccc(OC)cc2)n1)c1c(N)n(Cc2ccccc2)c(=O)[nH]c1=O
12. Cc1nc(N)sc1C(=O)OCC(C)C
13. O=C(COC(=O)CNC(=O)c1ccccc1F)NCC(F)(F)F
14. CCn1nc(C)c(Br)c1Nc1ccc(Br)cc1
15. COc1ccccc1N1CCN(C/C(C)=C/c2ccccc2)CC1
16. CCOC(=O)/C(C#N)=C/c1c(N2CCN(c3cccc(Cl)c3)CC2)nc2c(C)cccn2c1=O
assay / compound	9	10	11	12	13	14	15	16
GPR7 antagonist	-12	.	.	-19	-19	3	-5	7
GalR3 antag	1	-5	-2	-1	-6	-6	-9	-9
NALP1 inh	11	.	.	3	-10	30	2	6
OXTR ag	1.6	0.0	-1.0	0.0	-0.6	-2.4	-0.8	.
MEKK2wt PB1 HTS	103	.	.	97	98	.	105	94
MEKK2mut PB1 HTS	4	.	.	-1	1	.	12	-3
M18AAP inhibitor	-6	.	.	-2	3	5	11	-2
OXTR potentiator	-3	-2	-8	0	-10	-12	-7	.
V1R ag counter	0.8	-0.6	-0.4	-0.3	1.7	-1.2	-1.0	.

17. COc1ccccc1N1CCN(C(c2cccs2)C(C)NC(=O)c2cccnc2)CC1 (stereo not drawn)
18. COc1ccc(-c2c(-c3cc(OC)cc(OC)c3)n(C)c3ccc(-c4ccc(OC)cc4F)cc23)cc1
19. CC(C)c1ccc(NC(=O)c2cnn(-c3ccccc3)c2NC(=O)c2ccco2)cc1
20. COc1cc(C(=O)Nc2ccc3nc(N4CCOCC4)sc3c2)cc(OC)c1OC
21. CCOc1ccc(S(=O)(=O)N2CCCC(C(=O)NCc3ccccn3)C2)cc1 (stereo not drawn)
22. CCN(CC)C(=O)CSc1nnc(-c2ccc(S(=O)(=O)N3CCOCC3)cc2)n1C
23. CS(=O)(=O)N1N=C(c2ccccc2)CC1c1cccs1 (stereo not drawn)
24. CC(=O)CSc1nnc(C(F)(F)F)n1C
assay / compound	17	18	19	20	21	22	23	24
GPR7 antagonist	-10	.	-5	.	-16	-5	9	2
GalR3 antag	.	-4	1	-1	-7	-4	-1	-1
NALP1 inh	-7	.	8	.	4	9	-3	.
OXTR ag	-0.6	0.3	-0.3	-2.3	0.4	0.3	-1.4	-0.4
MEKK2wt PB1 HTS	100	.	95	.	97	99	96	93
MEKK2mut PB1 HTS	8	.	-9	.	-1	0	0	-2
M18AAP inhibitor	-5	.	-17	.	-1	0	2	3
OXTR potentiator	-1	-1	-7	-5	-4	-12	-11	-3
V1R ag counter	0.0	-0.6	1.8	-1.2	0.2	0.9	0.3	1.3

25. COc1ccc(CCNC(=O)Cc2ccc([N+](=O)[O-])cc2)cc1OC
26. Cc1sc(=NC(=O)c2ccco2)n(C)c1-c1ccc(Cl)cc1
27. CCOc1ccccc1NC(=O)COC(=O)c1cnc(C)cn1
28. CN(C)c1ccc(/C=C/C(=O)c2ccc(C(C)(C)C)cc2)cc1[N+](=O)[O-]
29. C/C(CC(=O)Nc1cccc2c1CCCC2)=N\NC(=O)c1cccc2ccccc12
30. NC(=O)c1ccc(Cn2c(C(=O)c3cc(Cl)c(N)c(Cl)c3)c3ccccc3[n+]2[O-])cc1
31. Cc1ccc(C(=O)N2CCCN(c3nc4cc5c(cc4cc3C#N)OCO5)CC2)cc1
32. Cc1ccc(S(=O)(=O)NCC(c2ccco2)N2CCc3ccccc3C2)cc1 (stereo not drawn)
assay / compound	25	26	27	28	29	30	31	32
GPR7 antagonist	-9	-5	.	-11	16	.	4	.
GalR3 antag	-3	-1	-2	-3	-4	-6	-3	-4
NALP1 inh	16	5	.	20	5	.	26	.
OXTR ag	0.6	-1.8	-0.6	-1.6	-1.5	3.8	-0.6	-1.5
MEKK2wt PB1 HTS	99	105	.	105	96	.	93	.
MEKK2mut PB1 HTS	-4	4	.	1	-1	.	3	.
M18AAP inhibitor	-3	-4	.	-4	-3	.	20	.
OXTR potentiator	-6	5	-3	-7	-6	-5	-10	-18
V1R ag counter	2.3	-0.6	-0.2	0.3	0.8	3.5	1.4	-0.9

33. CSc1nnc([C@@H]2CCCN2C(=O)OC(C)(C)C)o1
34. CCc1cc2c(=O)c(-c3cnn(-c4ccccc4)c3)c(C)oc2c(CN2CCCCC2)c1O
35. Cc1cccc(NNC(=S)Nc2c(C)cccc2C)c1
36. COc1ccc(OCc2cc(C(=O)N(C)Cc3cnccn3)no2)c(Cl)c1
37. N#Cc1ccc(OCC(=O)Nc2cc(S(=O)(=O)N3CCCCC3)ccc2N2CCCCC2)cc1
38. CCNC(=S)NNC(=O)c1cc(C2CC2)nc2ccccc12
39. CCc1nn2c(=O)c(S(=O)(=O)Nc3cccc(F)c3)c(C)nc2s1
40. COc1ccc(N2CCN(CC(=O)NCc3ccccc3)CC2)cc1
assay / compound	33	34	35	36	37	38	39	40
GPR7 antagonist	-6	-21	-11	-8	-6	-8	-12	-11
GalR3 antag	1	-2	-8	1	7	-4	-11	2
NALP1 inh	12	6	2	16	28	-4	9	14
OXTR ag	0.2	-1.5	-2.5	-1.0	1.3	0.4	2.7	0.4
MEKK2wt PB1 HTS	76	98	105	98	101	.	96	108
MEKK2mut PB1 HTS	-13	0	6	2	5	.	1	6
M18AAP inhibitor	1	-1	30*	-4	4	14	1	-3
OXTR potentiator	-1	-11	-4	-5	4	1	1	-1
V1R ag counter	-0.3	-0.9	-1.6	-0.5	0.2	0.4	3.9	0.3

41. CCOc1ccc(-c2nc(CSCC(=O)NC3CCCc4ccccc43)c(C)o2)cc1 (stereo not drawn)
42. CCCC(C(=O)NC1CCCC1)N(C(=O)Cn1nnc(-c2ccc(C)o2)n1)C1CCCC1 (stereo not drawn)
43. N#Cc1ccc(CSc2nnc(-c3ccncc3)n2CCc2ccccc2)cc1
44. O=C(COc1ccc(F)cc1)Nc1ccccc1N1CCOCC1
45. COC(=O)c1cc(S(=O)(=O)NCc2cccc(Br)c2)c[nH]1
46. O=C(Nc1ccc2ccccc2c1)/C(=C\c1ccc2c(c1)OCO2)NC(=O)c1ccco1
47. O=C1N[C@@H](Cc2ccccc2)C(=O)N2[C@@H]1C[C@@]1(Br)c3ccccc3N(S(=O)(=O)c3ccccc3)[C@@H]21
48. O=C(O)c1cccc(NC(=O)c2cccc(S(=O)(=O)N3CCCCC3)c2)c1
assay / compound	41	42	43	44	45	46	47	48
GPR7 antagonist	-4	-1	6	.	-8	-9	.	-11
GalR3 antag	-6	.	-2	-3	-2	-4	1	-2
NALP1 inh	18	20	10	.	12	18	.	16
OXTR ag	-0.5	-1.8	1.9	-2.0	3.1	1.5	1.4	0.1
MEKK2wt PB1 HTS	92	100	98	.	111	106	103	97
MEKK2mut PB1 HTS	-6	4	1	.	4	21	3	-1
M18AAP inhibitor	7	4	1	.	7	1	.	-1
OXTR potentiator	-2	-3	-20	5	-3	-10	-6	3
V1R ag counter	0.1	-1.2	3.2	-0.3	2.5	1.3	0.3	1.1

# Compounds from the list above that have a CF3 group, in the order listed:
2. Cc1ccc(Cl)cc1NC(=O)c1cnn2c1NC(c1ccco1)CC2C(F)(F)F (stereo not drawn)
13. O=C(COC(=O)CNC(=O)c1ccccc1F)NCC(F)(F)F
24. CC(=O)CSc1nnc(C(F)(F)F)n1C
assay / compound	2	13	24
GPR7 antagonist	2	-19	2
GalR3 antag	-6	-6	-1
NALP1 inh	-2	-10	.
OXTR ag	-0.9	-0.6	-0.4
MEKK2wt PB1 HTS	92	98	93
MEKK2mut PB1 HTS	-10	1	-2
M18AAP inhibitor	10	3	3
OXTR potentiator	-8	-10	-3
V1R ag counter	-0.5	1.7	1.3

# The results go on.
49. COc1ccc2[nH]cc(C(=O)CN(C)CCc3ccc(OC)c(OC)c3)c2c1
50. C=CCn1c(SCC(=O)NC2CCCCC2)nnc1-c1sc(N)nc1C
51. CCN1CCN(c2cc3c(cc2F)c(=O)c(S(=O)(=O)c2ccccc2)cn3C)CC1
52. COc1ccc(C2NC(C(=O)O)Cc3c2[nH]c2ccccc32)cc1CN1CCN(c2ccc(F)cc2)CC1 (stereo not drawn)
53. COc1ccccc1NC(=O)Cn1c2ccc(F)cc2c2nc3n(c(=O)c21)CCS3
54. C=CCNC(=O)C1CC1(c1ccccc1)c1ccccc1 (stereo not drawn)
55. Fc1ccc(C(c2ccc(F)cc2)N2CCN(C/C=C/c3ccccc3)CC2)cc1
assay / compound	49	50	51	52	53	54	55
GPR7 antagonist	-10	-9	-8	7	-9	-11	-14
GalR3 antag	-2	-2	-4	4	6	-10	-2
NALP1 inh	18	33	-5	.	9	17	48
OXTR ag	0.8	-1.3	-0.6	-0.4	4.3	-1.5	0.2
MEKK2wt PB1 HTS	118	3.0*[inhibitor]	98	120	98	96	210*!
MEKK2mut PB1 HTS	15	-13	6	5	-2	0	26*!
M18AAP inhibitor	-6	-3	1	-5	3	-1	4
OXTR potentiator	-9	-12	-12	-2	-7	-5	-8
V1R ag counter	0.6	0.2	1.0	-1.1	3.0	-0.4	0.8

# No enrichment for hits, and some 4.1% of all compounds hit somewhere here.
